# TcdB inh = blocks C. difficile toxin B glycohydrolase activity; P18177; TcdB glycohydrolase enzymatic assay, plate reader; 350,000 compounds, 0.24% hits; inhibition, % at 9.99 µM; in the data active = inhibition above about 10%
# * hit, by the source's call; & = joins results of further samples. These rows are one share of the data; count on the stated rates, not on these rows.
Compound	TcdB inh
C[C@@H]1CN([C@@H](C)CO)C(=O)c2cc(NS(C)(=O)=O)ccc2O[C@@H]1CN(C)S(C)(=O)=O	0.7
C[C@@H]1CN([C@H](C)CO)C(=O)c2cccc(NS(=O)(=O)c3ccc(F)cc3)c2O[C@H]1CN(C)Cc1ccccc1	0.1
C[C@H]1CN([C@@H](C)CO)C(=O)c2cc(NC(=O)Nc3ccccc3)ccc2O[C@@H]1CN(C)Cc1ccc(Oc2ccccc2)cc1	0.0
COc1ccc(S(=O)(=O)Nc2ccc3c(c2)CC(=O)N([C@@H](C)CO)C[C@H](C)[C@H](CN(C)Cc2ccncc2)O3)cc1	0.9
COCC(=O)N(C)C[C@@H]1Oc2cc(C3=CCCCC3)ccc2S(=O)(=O)N([C@@H](C)CO)C[C@@H]1C	-4.2
N#C[C@@H]1[C@H](c2ccccc2C2=CCCCC2)[C@H](CO)N1C(=O)Cc1ccncc1	-0.4
Cc1noc(C)c1NC(=O)N(C)C[C@@H]1Oc2ccc(NC(=O)CCN3CCOCC3)cc2CC(=O)N([C@H](C)CO)C[C@@H]1C	-15
CO[C@H]1CN(C)C(=O)c2ccc(NS(=O)(=O)c3ccccc3F)cc2OC[C@@H](C)NC[C@@H]1C	-0.4
COc1ccc2c3c(n(C)c2c1)[C@H](CO)N(C(=O)C1CCC1)CC31CN(Cc2cccc(F)c2)C1	0.7
O=C(Nc1ccc(F)cc1)N1C[C@@H]2[C@H](c3ccccc31)[C@@H](CO)N2C(=O)Cc1ccccn1	-1.5

# 6 records drawn at random from the list so far:
Compound	TcdB inh
COCC(=O)N(C)C[C@@H]1Oc2cc(C3=CCCCC3)ccc2S(=O)(=O)N([C@@H](C)CO)C[C@@H]1C	-4.2
N#C[C@@H]1[C@H](c2ccccc2C2=CCCCC2)[C@H](CO)N1C(=O)Cc1ccncc1	-0.4
CO[C@H]1CN(C)C(=O)c2ccc(NS(=O)(=O)c3ccccc3F)cc2OC[C@@H](C)NC[C@@H]1C	-0.4
COc1ccc(S(=O)(=O)Nc2ccc3c(c2)CC(=O)N([C@@H](C)CO)C[C@H](C)[C@H](CN(C)Cc2ccncc2)O3)cc1	0.9
COc1ccc2c3c(n(C)c2c1)[C@H](CO)N(C(=O)C1CCC1)CC31CN(Cc2cccc(F)c2)C1	0.7
Cc1noc(C)c1NC(=O)N(C)C[C@@H]1Oc2ccc(NC(=O)CCN3CCOCC3)cc2CC(=O)N([C@H](C)CO)C[C@@H]1C	-15

# Compounds above containing an aryl methoxy group, in the order listed:
Compound	TcdB inh
COc1ccc(S(=O)(=O)Nc2ccc3c(c2)CC(=O)N([C@@H](C)CO)C[C@H](C)[C@H](CN(C)Cc2ccncc2)O3)cc1	0.9
COc1ccc2c3c(n(C)c2c1)[C@H](CO)N(C(=O)C1CCC1)CC31CN(Cc2cccc(F)c2)C1	0.7

# (further entries)
Compound	TcdB inh
COc1ccccc1C(=O)Nc1ccc2c(c1)C(=O)N(C)C[C@H](OC)[C@H](C)CN(C)[C@@H](C)CO2	0.9
CC1CCN(C(=O)c2ncn3c2C(=O)NC[C@@H]3C)CC1	-1.4
O=S(=O)(NCC[C@H]1CC[C@H](NS(=O)(=O)c2ccccc2Cl)[C@H](CO)O1)c1ccc(Cl)cc1	1.1
N[C@H]1CC[C@@H](CCn2cc(-c3ccccn3)nn2)O[C@H]1CO	0.0
Cc1noc(C)c1S(=O)(=O)N(C)C[C@H]1Oc2ccc(NC(=O)NC3CCCCC3)cc2CC(=O)N([C@@H](C)CO)C[C@@H]1C	0.2
O=C(Nc1ccc2c(c1)[C@@H]1C[C@H](CC(=O)N3CCCCC3)O[C@@H](CO)[C@@H]1O2)c1ccc2c(c1)OCO2	2.4
C[C@H](CO)N1C[C@H](C)[C@H](CN(C)Cc2ccncc2)Oc2c(NS(=O)(=O)c3ccc(F)cc3)cccc2C1=O	0.4
COc1ccc(NC(=O)Nc2ccc3c(c2)C(=O)N([C@H](C)CO)C[C@H](C)[C@H](CN(C)Cc2ccc(Cl)c(Cl)c2)OCCCC[C@H](C)O3)cc1	0.8
C[C@@H]1CN([C@@H](C)CO)C(=O)c2cc(NC(=O)Nc3ccc(F)cc3)ccc2O[C@@H](C)CCCCO[C@@H]1CN(C)S(=O)(=O)c1cccs1	0.0
O=C(Cc1ccccn1)NCC[C@@H]1CC[C@H](NS(=O)(=O)c2ccccc2)[C@@H](CO)O1	1.0

Compound	TcdB inh
CN1[C@H](C(=O)NC2CCCCC2)[C@@H](CO)[C@@H]2Cn3c(ccc(-c4cccc(F)c4)c3=O)[C@@H]21	-0.1
CN1C(=O)c2cc(NC(=O)c3ccc(F)c(F)c3)ccc2OC[C@@H]2O[C@H](CC(=O)N[C@@H]3CCN(Cc4ccccc4)C3)CC[C@@H]21	0.1
C[C@@H]1CN([C@H](C)CO)C(=O)Cc2cc(NC(=O)Nc3cccc4ccccc34)ccc2O[C@H]1CN(C)Cc1ccccc1	-1.7
Cc1ccc(S(=O)(=O)Nc2ccc3c(c2)C(=O)N([C@@H](C)CO)C[C@@H](C)[C@H](CN(C)C(=O)C2CCCCC2)OCCCC[C@@H](C)O3)cc1	1.1
O=C(O)C[C@@H]1C=C[C@@H](NC(=O)c2ccccc2F)[C@H](CO)O1	-2.2
O=C(NC1CCCC1)[C@@H]1[C@@H](CO)[C@@H]2Cn3c(cccc3=O)[C@H]1N2CC1CCCC1	0.1
COc1cccc(C(=O)N2C[C@H]3[C@@H](c4ccccc42)[C@@H](CO)N3Cc2ccccc2F)c1	0.4
Cc1ccc(S(=O)(=O)Nc2ccc3c(c2)CC(=O)N([C@H](C)CO)C[C@H](C)[C@H](CN(C)C(=O)Nc2ccc4c(c2)OCO4)O3)cc1	-0.4
C[C@@H]1CN([C@H](C)CO)C(=O)c2cc(NS(=O)(=O)c3ccccc3)ccc2O[C@H]1CN(C)C(=O)Nc1ccc(F)cc1	0.6
C[C@@H]1CN([C@H](C)CO)C(=O)c2cc(-c3cccnc3)cnc2O[C@H]1CN(C)C(=O)Nc1ccc(C(F)(F)F)cc1	0.6

Compound	TcdB inh
C[C@H]1CCCCO[C@@H](CN(C)C(=O)CCC(F)(F)F)[C@@H](C)CN([C@@H](C)CO)C(=O)c2cc(NC(=O)NC3CCCCC3)ccc2O1	0.3
CCCC(=O)Nc1ccc2c(c1)C(=O)N(C)C[C@H](OC)[C@H](C)CN(C(=O)c1cccnc1)[C@@H](C)CO2	-0.1
CCCNC(=O)N(C)C[C@@H]1Oc2ncc(C#CCC(C)C)cc2C(=O)N([C@H](C)CO)C[C@@H]1C	0.3
COCC(=O)N(C[C@@H]1N[C@@H](CO)[C@H]1c1ccc(C2=CCCCC2)cc1)C(C)C	0.6
OC[C@@H]1[C@H](c2ccc(C3=CCCC3)cc2)[C@@H]2CN(CCC(F)(F)F)CCCCN12	0.0
CN1CCN(C(=O)C[C@@H]2CC[C@@H]3[C@H](COC[C@H](O)CN3C(=O)Cc3ccccc3)O2)CC1	-0.7
C[C@H]1CN([C@@H](C)CO)C(=O)c2cc(-c3ccncc3)cnc2O[C@H]1CN(C)S(=O)(=O)c1ccc(F)cc1	-0.9
CCC(=O)N(C)C[C@H]1Oc2cc(C#CCC(C)C)ccc2S(=O)(=O)N([C@H](C)CO)C[C@@H]1C	0.2
C[C@@H]1CCCCO[C@H](CN(C)C(=O)Nc2ccc(C(F)(F)F)cc2)[C@@H](C)CN([C@H](C)CO)C(=O)c2cc(NS(=O)(=O)c3ccc(Cl)cc3)ccc2O1	0.0
COc1cccc(C(=O)C(=O)N2CCN(C(=O)OCc3ccccc3)CC2)c1	-3.8

Compound	TcdB inh
C[C@@H]1CN([C@@H](C)CO)C(=O)c2cc(NC(=O)CCCN(C)C)ccc2O[C@H]1CN(C)Cc1ccc(Oc2ccccc2)cc1	1.2
C[C@@H]1CN([C@H](C)CO)C(=O)c2cc(NC(=O)Nc3cccc4ccccc34)ccc2O[C@@H](C)CCCCO[C@H]1CN(C)C(=O)C1CCCCC1	-0.6
COc1cccc(NC(=O)N(C)C[C@@H]2Oc3cc(C#Cc4ccc(F)cc4)ccc3S(=O)(=O)N([C@@H](C)CO)C[C@@H]2C)c1	-10.0
C[C@H](CO)N1C[C@H](C)[C@@H](CN(C)C(=O)c2ccccc2)Oc2ncc(-c3ccc(C#N)cc3)cc2C1=O	-0.1
O=C(C[C@H]1C=C[C@@H](NC(=O)Nc2ccc(C(F)(F)F)cc2)[C@@H](CO)O1)NCc1cc(F)cc(F)c1	2.2
O=C(O)C[C@H]1C[C@@H]2c3cc(NC(=O)c4cccnc4)ccc3O[C@@H]2[C@H](CO)O1	-0.1
CCCC(=O)Nc1ccc2c(c1)C(=O)N(C)C[C@H](OC)[C@@H](C)CN(Cc1ccc(-c3ccccn3)cc1)[C@@H](C)CO2	-0.6
CCN1CC(=O)N2[C@H](CO)[C@@H](c3ccc(-c4cccnc4)cc3)[C@H]2C1	-1.0
CNC[C@H]1Oc2ncc(-c3cccc(C(=O)N(C)C)c3)cc2C(=O)N([C@@H](C)CO)C[C@H]1C	-1.7
C[C@H](O)C#Cc1cnc2c(c1)C(=O)N([C@H](C)CO)C[C@H](C)[C@@H](CN(C)C(=O)CC1CC1)O2	-7.3

Compound	TcdB inh
CC(=O)N(C)C[C@H]1Oc2ncc(-c3ccc(F)cc3)cc2C(=O)N([C@H](C)CO)C[C@H]1C	1.2
Cc1[nH]c2ccccc2c1C(=O)c1c(N)[nH]c(C(=O)c2ccc(Br)cc2)c1-c1ccc(Br)cc1	1.9
COc1ccccc1NC(=O)N[C@@H]1CC[C@H](CC(=O)N[C@H](C)c2ccccc2)O[C@@H]1CO	-1.8
Cc1noc(C)c1NC(=O)Nc1ccc2c(c1)C(=O)N([C@H](C)CO)C[C@H](C)[C@@H](CN(C)S(C)(=O)=O)OCCCC[C@@H](C)O2	-1.4
Cc1cccc(S(=O)(=O)N[C@@H]2CC[C@@H](CCNC(=O)CCN3CCCCC3)O[C@@H]2CO)c1	-1.1
CO[C@H]1CN(C)C(=O)c2cc(NC(=O)c3ccccc3F)ccc2OC[C@H](C)N(C)C[C@H]1C	0.4
O=C(c1cccc(F)c1)N1CC2(C1)[C@@H](c1ccccc1)[C@@H](CO)N2C(=O)C1CCOCC1	-1.0
C[C@@H]1CN([C@H](C)CO)C(=O)c2cc(NC(=O)CCC(F)(F)F)ccc2O[C@@H]1CN(C)C(=O)Nc1ccc(C(F)(F)F)cc1	1.7
C[C@@H]1CN([C@H](C)CO)C(=O)c2cc(NS(=O)(=O)c3cccs3)ccc2O[C@@H](C)CCCCO[C@H]1CN(C)S(=O)(=O)c1ccc(F)cc1	0.5
COc1cccc(NC(=O)N[C@@H]2C=C[C@H](CC(=O)NCc3ccccn3)O[C@@H]2CO)c1	-0.5

Compound	TcdB inh
COc1ccc(S(=O)(=O)Nc2ccc3c(c2)C(=O)N([C@H](C)CO)C[C@@H](C)[C@@H](CN(C)C(=O)CCC(F)(F)F)OCCCC[C@@H](C)O3)cc1	1.0
CN(C)C(=O)c1cccc(-c2ccccc2[C@H]2[C@@H](CO)N(C(=O)C3CCC3)[C@H]2C#N)c1	0.1
Cn1cnc(S(=O)(=O)N[C@H]2C=C[C@@H](CC(=O)Nc3ccc(-c4ccccc4)cc3)O[C@@H]2CO)c1	-0.1
C[C@H]1CN([C@@H](C)CO)S(=O)(=O)c2ccc(-c3ccccc3)cc2O[C@@H]1CN(C)Cc1cncnc1	0.5
C[C@@H]1CN([C@H](C)CO)C(=O)c2cccc(NS(=O)(=O)c3cccs3)c2O[C@@H]1CN(C)S(=O)(=O)c1ccc(F)cc1	-1.4
C[C@@H]1CN([C@@H](C)CO)C(=O)c2cc(NC(=O)NC3CCCCC3)ccc2O[C@@H](C)CCCCO[C@H]1CN(C)C	1.1
COCC(=O)N1[C@H](C(=O)NCc2ccccc2F)[C@@H](CO)[C@@H]2Cn3c(cccc3=O)[C@@H]21	0.8
C[C@@H]1CN([C@H](C)CO)S(=O)(=O)c2ccc(-c3ccncc3)cc2O[C@H]1CN(C)Cc1ccccn1	0.2
O=C(N[C@H]1CC[C@@H](CCNS(=O)(=O)c2ccccc2)O[C@@H]1CO)c1cnccn1	-1.4
O=C(Nc1ccc(F)cc1)N1C[C@H]2[C@@H](c3ccccc31)[C@@H](CO)N2Cc1ccccc1Cl	-2.2

Compound	TcdB inh
COc1cccc(S(=O)(=O)N(C)C[C@@H]2Oc3ncc(-c4cccc(C(=O)N(C)C)c4)cc3C(=O)N([C@H](C)CO)C[C@@H]2C)c1	-2.1
CC(C)NC(=O)NCC[C@H]1CC[C@H](NS(=O)(=O)c2ccc(-c3ccccc3)cc2)[C@@H](CO)O1	-0.5
Cc1cccc(S(=O)(=O)N2C[C@@H]3N[C@H](C2)C3c2ccc(-c3cccnc3)cc2)c1 (some centres not stated)	0.3&0.2
CCCNC(=O)N1C[C@@H](O)COC[C@H]2O[C@@H](CC(=O)N3CCC(Cc4ccccc4)CC3)CC[C@@H]21	1.2
Cc1noc(C)c1NC(=O)N(C)C[C@H]1OCCCC[C@@H](C)Oc2ccc(NC(=O)Cc3ccccc3)cc2C(=O)N([C@H](C)CO)C[C@@H]1C	-0.9
COc1ccc(CN(C)C[C@H]2Oc3c(NS(=O)(=O)c4cccs4)cccc3C(=O)N([C@H](C)CO)C[C@@H]2C)cc1	-1.0
CC(C)NC(=O)N(C)C[C@@H]1Oc2cc(-c3cccnc3)ccc2S(=O)(=O)N([C@H](C)CO)C[C@@H]1C	-0.2
COc1ccc(S(=O)(=O)Nc2ccc3c(c2)C(=O)N([C@@H](C)CO)C[C@@H](C)[C@H](CN(C)C(=O)Nc2ccc(C(F)(F)F)cc2)OCCCC[C@@H](C)O3)cc1	-0.2
COC(=O)c1cc2c(c3c4cc(F)ccc4n(S(=O)(=O)c4ccccc4)c13)C(=O)N(Cc1ccccc1OC)C2	-0.3
CN(C)CC(=O)N1[C@H](CO)[C@H](c2ccc(-c3cccc(C(=O)N(C)C)c3)cc2)[C@@H]1C#N	-0.2
COc1ccc2c3c(n(C)c2c1)[C@@H](CO)N(Cc1ccc(F)cc1)CC31CCN(CC2CC2)CC1	-3.6

# High-throughput results (PubChem)
